From PubChem BioAssay
KB-V1 MDR tox = KB-V1 MDR subline cytotoxicity | KB-V1 MDR cells viability, CellTiter-Glo, 72 h | Potency, µM (highest dose often 46.1 µM), inactives show at the highest dose activity change, negative = cytotoxicity, most hits filed as cytotoxic | actives 3.4% (n = 400,000); note: potency is the fitted concentration of half-maximal effect; % is set by controls: 0 for no effect and ±100 for the full control effect; nearly all actives have a fitted effect of over 60% in size
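Luminescent ATP read-out (CellTiter-Glo, 10 min) measures survival of drug-selected KB-V1 MDR cells after 72 h, 37 degrees C compound exposure. Medium: phenol-red-free DMEM, 10% FBS. Values from fitted concentration-response curves.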
HT1080 IDH1KD tx = toxicity to HT-1080 IDH1 knockdown cells (counter line); HT-1080 IDH1 knockdown viability, ATP luminescence, 48 h; Potency, µM (highest dose often 46.1 µM), inactives show at the top dose activity, negative = toxicity, usual class: cytotoxic; actives 2% (n = 360,000); AID 686971;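 note: potency is the fitted concentration of half-maximal effect; 0% = DMSO wells and -100% = cell-free medium wells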
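CellTiter-Glo luminescence after 48 h compound exposure at 37 degrees C of IDH1-knockdown HT-1080 cells in 5% FBS RPMI. %Activity scaled between DMSO wells and cell-free media wells, with curves fitted and assigned curve classes.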
SW480 rerep = inducers of DNA re-replication in SW480 colon cancer cells; Potency, µM (titrated, usually from 46.1 µM), without a hit: top-dose re-replication activation, most hits filed as activators; AID 624297; actives 1.8% (n = 340,000); SW480 DNA re-replication, Hoechst DNA content imaging, 48 h; note: potency is the fitted concentration of half-maximal effect; % of control where 0% means no effect; nearly all actives have a fitted effect of over 55% in size
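Readout is total intensity of Hoechst-stained nuclei, excited at 405 nm and collected at 500-530 nm. Compound treatment lasted 48 hr at 37 C in 5% CO2 before staining.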
HT1080NT lethal = kills 2HG-producing HT-1080-NT fibrosarcoma cells; AID 686970; Potency, µM (doses to about 46.1 µM), for inactives: at the top dose activity, negative = less viability, hits mostly cytotoxic; actives 1.6% (n = 360,000); HT-1080-NT fibrosarcoma viability, CellTiter-Glo ATP luminescence, 48 h;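 note: NT is the 2HG producing partner of a matched IDH1 knockdown line; potency is the fitted concentration of half-maximal effect; 0% = DMSO-treated cells and -100% = media-only wells without cells; nearly all actives have a fitted effect of over 55% in size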
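Luminescent CellTiter-Glo readout after 48 hours of compound exposure at 37 degrees C defined viability of HT-1080-NT cells. Activity was normalized to DMSO wells and cell-free media wells; concentration-response curves were fitted and assigned curve classes.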
IL1B secr inh = inflammasome signaling inhibition, IL-1 beta readout; AID 743279; activity change, % at 57.5 µM; THP-1 LPS/ATP IL-1B secretion, AlphaLISA, 16 h; stronger effect = lower value; actives 4.7% (n = 360,000); in the data active = activity change below about -50%; inconclusive = mostly about -30% to -49%; note: % is set by controls: 0 for no effect and ±100 for the full control effect
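Secreted IL-1B measured by AlphaLISA bead assay after 16 h compound exposure of THP-1 cells; compounds (final up to 57.5 uM) added 1 h before LPS (250 ng/mL) and ATP (1.25 mM) stimulation; lower signal means less secretion.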
WRN helicase inh = WRN helicase (human) inhibition; Q14191; WRN helicase unwinding, fluorescent forked duplex, kinetic; AID 651768; Potency, µM (highest dose often 114 µM), inactives show top-dose activity change, negative = inhibition, hits mostly inhibitors; actives 0.46% (n = 360,000); note: potency is the fitted concentration of half-maximal effect; % is set by controls: 0 for no effect and ±100 for the full control effect; nearly all actives have a fitted effect of over 55% in size
Target sequence (Q14191 whole entry, looked up): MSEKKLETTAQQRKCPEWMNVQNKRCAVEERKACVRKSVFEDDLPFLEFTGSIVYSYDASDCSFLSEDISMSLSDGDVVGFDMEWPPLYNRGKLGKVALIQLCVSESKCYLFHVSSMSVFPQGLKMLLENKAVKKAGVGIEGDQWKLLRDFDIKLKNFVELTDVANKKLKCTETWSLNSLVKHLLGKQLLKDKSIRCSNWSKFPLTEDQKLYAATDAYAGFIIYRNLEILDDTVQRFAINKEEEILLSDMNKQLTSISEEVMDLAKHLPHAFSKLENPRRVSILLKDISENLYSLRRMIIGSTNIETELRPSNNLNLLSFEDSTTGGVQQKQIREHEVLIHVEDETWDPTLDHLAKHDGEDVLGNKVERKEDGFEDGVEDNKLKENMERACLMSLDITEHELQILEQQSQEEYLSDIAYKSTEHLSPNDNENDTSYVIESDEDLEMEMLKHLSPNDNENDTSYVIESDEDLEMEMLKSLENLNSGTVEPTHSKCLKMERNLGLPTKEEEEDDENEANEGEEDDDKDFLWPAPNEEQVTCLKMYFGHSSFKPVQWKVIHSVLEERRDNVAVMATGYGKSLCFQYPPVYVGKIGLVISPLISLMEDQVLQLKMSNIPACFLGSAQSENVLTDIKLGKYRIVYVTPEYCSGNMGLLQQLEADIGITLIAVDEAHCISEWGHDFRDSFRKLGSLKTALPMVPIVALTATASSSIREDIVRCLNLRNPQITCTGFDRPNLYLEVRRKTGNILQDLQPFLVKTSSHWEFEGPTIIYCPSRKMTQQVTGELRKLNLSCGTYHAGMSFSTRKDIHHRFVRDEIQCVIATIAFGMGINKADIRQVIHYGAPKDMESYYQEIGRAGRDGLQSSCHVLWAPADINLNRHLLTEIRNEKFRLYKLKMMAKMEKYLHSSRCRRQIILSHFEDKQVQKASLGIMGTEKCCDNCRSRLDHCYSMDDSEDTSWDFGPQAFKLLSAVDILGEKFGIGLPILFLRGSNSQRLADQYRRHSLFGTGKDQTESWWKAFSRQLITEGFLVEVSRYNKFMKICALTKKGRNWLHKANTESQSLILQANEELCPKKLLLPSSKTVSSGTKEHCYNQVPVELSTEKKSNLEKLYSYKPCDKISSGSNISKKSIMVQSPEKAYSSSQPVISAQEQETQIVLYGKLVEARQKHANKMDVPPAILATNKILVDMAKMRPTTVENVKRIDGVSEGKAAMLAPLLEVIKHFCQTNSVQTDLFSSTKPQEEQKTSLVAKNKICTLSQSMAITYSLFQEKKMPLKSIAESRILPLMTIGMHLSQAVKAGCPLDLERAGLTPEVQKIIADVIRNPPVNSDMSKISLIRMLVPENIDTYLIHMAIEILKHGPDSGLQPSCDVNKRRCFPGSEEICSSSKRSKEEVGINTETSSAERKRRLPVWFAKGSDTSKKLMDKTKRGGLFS
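Kinetic red-fluorescence monitoring (525/598 nm) tracks WRN helicase activity after 100 nM fluorophore-quencher forked duplex and 2 mM ATP are added to 20 nM enzyme pretreated 15 min at room temperature with compound.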
MCF10A rereplic = DNA re-replication induction in MCF 10a cells; MCF 10A DNA re-replication, Hoechst nuclear intensity, 48 h; Potency, µM (top dose mostly 46.1 µM), for the others: at the highest dose activity, positive = re-replication, most hits filed as activators; actives 2.9% (n = 350,000); AID 624296; note: potency is the fitted concentration of half-maximal effect; % of control where 0% means no effect; nearly all actives have a fitted effect of over 50% in size
KB-3-1 tox = kills parental KB-3-1 adenocarcinoma cells | Potency, µM (doses to about 46.1 µM), for the others: top-dose activity change, negative = cytotoxic, usual class: cytotoxic | actives 1.4% (n = 400,000) | AID 1347075 | KB-3-1 viability, CellTiter-Glo ATP luminescence, 72 h; note: potency is the fitted concentration of half-maximal effect; % is set by controls: 0 for no effect and ±100 for the full control effect; nearly all actives have a fitted effect of over 60% in size
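Cytotoxicity in the drug-sensitive parental line KB-3-1 was scored as loss of CellTiter-Glo luminescence following 72 h incubation with compound. Values come from curve fitting of normalized concentration-response data.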
ATXN2 expr inh = reduces ATXN2 reporter expression in HEK-293 cells. HEK-293 ATXN2-luciferase reporter, luminescence, 24 h. Potency, µM (titrated, usually from 57 µM), inactives show at the top dose activity change, negative = inhibition, hits mostly inhibitors. actives 0.72% (n = 360,000); note: potency is the fitted concentration of half-maximal effect; % is set by controls: 0 for no effect and ±100 for the full control effect; nearly all actives have a fitted effect of over 55% in size
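qHTS (up to 57 uM final) was run with 24 h compound exposure of reporter cells at 37 °C. Each well was multiplexed: SteadyGlo luminescence measured ATXN2-luciferase expression after a fluorogenic Gly-Phe-AFC viability readout (25 uM final).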
Starred values were filed as active, the others as inactive; i = inactive; ? = inconclusive; . = no result given; & = joins results of further samples; ! = not confirmed by another sample; [ ] = another dose, or the depositor's remark. Unless noted, calls come from the whole dose curve; as a rule, active = well fitted curve in the direction sought with a large enough effect; inconclusive = small, poorly fitted or top-dose-only effect, or another doubt; inactive = no such curve, though single readings can be large; an effect the other way counts as inactive or inconclusive. Hits appear at their usual frequency; any-hit rate near 12%.

Second line of a record: KB-V1 MDR tox	HT1080 IDH1KD tx	SW480 rerep	HT1080NT lethal	IL1B secr inh	WRN helicase inh	MCF10A rereplic	KB-3-1 tox	ATXN2 expr inh
- COc1ccc(Cl)cc1-c1cc(C(=O)Nc2ccc(C(C)(C)C)cc2)[nH]n1
  -3.2%	?	.	-23.5%	20.8	-4.0%	.	0.0%	4.8%
- Cn1cnc2cc(NC(=O)c3ccc(Cl)cc3)ccc21
  9.2%	16.4%	-1.9%	14.2%	-15.3	3.6%	-0.8%	-1.2%	57.7%[activator]
- CCOc1ccc(Nc2nc(NCC3CCCO3)c3ccccc3n2)cc1 (stereo not drawn)
  ?	?	?	18.4µM*	-98.3*	?	?	?	?
- CCOCCCNC(=O)c1ccc2c(c1)ncn2-c1cccc(C)c1
  ?	-16.3%	?	-22.7%	?	5.1%	?	?	-12.8%
- COc1cccc(CN(C)C(=O)c2ccc(S(=O)(=O)Nc3ccccc3C)cc2)c1OC
  -11.5%	-16.5%	.	-13.9%	-27.8	-0.1%	.	-8.9%	.
- COc1ccc(C2=CC(=O)C[C@H](COCc3ccccc3)N(C(=O)OC(C)(C)C)O2)cc1
  -2.2%	-13.9%	-5.9%	-26.6%	?	-7.5%	23.1µM*	-23.8%	-27.7%
- COCCN1Cc2cc3cc(C)ccc3nc2SC1=Nc1cccc(OC)c1
  0.0%	-1.6%	68.0%	4.2%	-2.8	-10.9%	?	-3.4%	10.1%
- O=C(NNC(=S)Nc1ccccc1)NNC(=S)Nc1ccccc1
  10.4%	0.1%	-35.8%[inhibitor]	5.8%	20.1	5.6%	16.8%	5.1%	4.2%
- COc1ccc2nc(NC(=O)C3CCN(C(=O)c4ccco4)CC3)sc2c1
  -21.6%	-0.6%	-0.7%	1.9%	?	-6.9%	-2.6%	-3.5%	7.0%
- CC1CCCCN1S(=O)(=O)c1ccc(C(=O)N(CCCN(C)C)c2nc3cc4c(cc3s2)OCO4)cc1 (stereo not drawn)
  -12.3%	-1.1%	12.7%	4.1%	i	-9.0%	-9.3%	-3.5%	-13.6%
- CCCc1c(O)nc(SCC(=O)O)[nH]c1=O
  10.6%	1.9%	-46.3%[inhibitor]	-0.6%	-0.5	6.1%	-8.6%	-0.5%	.
- COc1ccc(S(=O)(=O)Nc2c(C(=O)O)[nH]c3ccccc23)c(OC)c1
  ?	-6.5%	-2.1%	-8.5%	21.2	3.3%	326.8%[0.0737 µM]	4.9%	11.4%
- C/C=C/C(=O)N1CC2(CC(c3cccc(NC(=O)CC(c4ccccc4)c4ccccc4)c3)=NO2)C[C@H]1C(N)=O (stereo partly drawn)
  -6.2%	-0.2%	2.5%	0.6%	-25.6	-1.4%	69.3%	1.7%	1.6%
- CCCCN(C(=O)c1ccco1)c1c(N)n(CCC)c(=O)[nH]c1=O
  9.2%	-0.1%	-14.6%	-1.4%	3.0	2.3%	8.3%	19.6%	-5.7%
- CCOC(=O)c1c(-c2ccc(C)o2)csc1NC(=O)CN1CCOCC1
  ?	-7.0%	-1.2%	-12.3%	-8.2	-10.9%	21.5%	-0.7%	-9.5%
- CCCNC(=O)C(Cc1cccc(OC)c1)NC(=O)c1ccc(C#N)cc1 (stereo not drawn)
  -8.2%	12.8%	-6.1%	?	-11.2	1.3%	0.1%	-8.6%	7.4%
- c1ccc(OCCNc2ccn3nc(-c4ccccc4)cc3n2)cc1
  2.2%	-3.8%	.	-7.5%	16.0	-14.1%	.	0.0%	12.0%
- COc1ccc(C(=O)NCc2nnc(SCC(=O)N3CCC(C)CC3)o2)cc1
  -4.9%	4.2%	-2.3%	2.9%	5.7	-8.8%	-2.7%	-3.2%	-7.6%
- O=C(NC1CC(=O)N(c2ccc(Cl)cc2)C1)N1CCN(C(=O)c2ccco2)CC1 (stereo not drawn)
  0.0%	0.4%	-10.3%	-3.6%	7.7	0.8%	1.4%	6.6%	-10.9%
- CCOC(=O)c1ccc(NC(=O)C2=C(C)Nc3nc(CCCO)nn3C2c2ccc(OC)cc2)cc1 (stereo not drawn)
  19.6%&23.4%	3.1%	-6.7%	0.3%	28.2	-1.5%	0.8%	11.2%&-4.1%	-3.6%&-13.0%
- CCN1CCN(S(=O)(=O)c2ccc(Cl)c(C(=O)N(C)Cc3cccc(OC)c3)c2)CC1
  -21.8%	-7.8%	-1.1%	-2.1%	?	-23.2%	3.7%	6.1%	-2.5%
- CCOC(=O)C1(C/C(C)=N/NC(N)=O)CC(C)(C)OC1=O (stereo not drawn)
  ?	10.3%	-6.9%	24.2%	-0.6	9.4%	1.9%	-2.0%	-10.8%
- O=S(=O)(NC(=S)NC1CCCCC1)c1ccc(Cl)cc1
  0.1%	-16.4%	-78.8%[inhibitor]	-12.5%	-13.9	-0.1%	0.1%	-0.6%	.
- COc1cc(NC(=O)CSc2ncnc3scc(-c4ccccc4)c23)c(C(=O)O)cc1OC
  0.0%	-2.0%	-2.1%	3.3%	-3.7	-3.1%	6.1%	-6.0%	?
- CC1(CC(=O)N/N=C/c2cc([N+](=O)[O-])c(O)cc2O)OCCO1
  -0.6%	-17.9%	?	-3.3%	46.3	?	-1.0%	-8.6%	-32.9%
- CCOc1ccc(CC(=O)Nc2cc(=O)n(C)c(=O)n2C)cc1
  ?	1.0%	-3.1%	1.3%	26.4	-3.5%	4.0%	3.1%	11.6%
- CCC(=O)c1c(NC)cc(C)oc1=O
  -1.1%	23.7%	-2.0%	9.3%	-13.4	0.2%	0.2%	11.2%	-14.3%
- COc1ccc(N2C(=O)/C(=C/c3ccc([N+](=O)[O-])cc3)C=C2c2ccccc2)cc1
  ?	-1.5%	1.9%	-2.3%	?	-8.5%	-4.0%	3.1%	-25.6%
- CC(=O)Nc1ccc(C=C(C#N)c2ccc(C)cc2)cc1
  3.1%	0.5%	.	-1.1%	15.7	-3.8%	.	21.6%	.
- CCOc1ccc(-n2c(=O)[nH]cc(C(=O)N3CCc4ccccc43)c2=O)cc1
  20.4%	7.4%	-3.1%	8.1%	10.8	4.5%	0.3%	0.0%	-0.6%
- N#Cc1cnc(N)c(Br)c1
  5.1%	-3.5%	0.1%	5.3%	8.4	7.4%	-0.7%	0.4%	3.2%
- O=C(NCc1ccccc1)c1nncc(-c2ccccc2)n1
  -10.5%	12.7%	-45.1%[inhibitor][9.22 µM]	13.8%	-9.1	-6.0%	-8.4%	8.4%	9.9%
- Cc1ccc(OCCNC(=O)c2cccc(S(=O)(=O)N3CCN(Cc4ccccc4)CC3)c2)cc1
  ?	-19.1%	11.6%	-8.8%	-14.6	-7.8%	?	?	-14.1%
- COc1ccc(S(=O)(=O)Nc2ccc3c(c2)CC(=O)N([C@@H](C)CO)C[C@@H](C)[C@@H](CN(C)Cc2ccccc2)O3)cc1
  -13.9%	-8.7%	2.7%[9.22 µM]	-12.3%	-15.2	-4.6%	-25.7%	-9.0%	-37.7%
- CC(C)c1cc(C(C)C)c(S(=O)(=O)N2c3ccccc3[C@@]3(Br)C[C@H]4C(=O)N[C@@H](Cc5ccccc5)C(=O)N4[C@@H]23)c(C(C)C)c1
  ?	-29.8%	?	-15.4%	-18.4	-9.1%	-28.2%	16.4µM*	3.4%
- Cc1cc(NC(=O)CN2C(=O)CC(c3ccco3)Sc3ccccc32)no1 (stereo not drawn)
  -7.2%	-6.9%	-14.4%	-7.4%	6.7	-9.0%	-2.5%	10.8%	-14.6%
- CCN(C(=O)c1ccco1)C1C2CC3CC(C2)CC1C3 (stereo not drawn)
  8.6%	-6.4%	?	-16.5%	43.9	-1.8%	22.3%	0.9%	-18.2%
- Cc1ccccc1CNS(=O)(=O)c1c(C(=O)N2CCCCC2)c(C)n(C)c1C
  -11.6%	6.8%	4.9%	1.6%	-9.4	-0.1%	19.3%	-1.8%	6.0%
- Cc1onc(-c2ccccc2)c1C(=O)N1CCCN2C(=O)c3ccccc3C21 (stereo not drawn)
  -1.5%	4.5%	-7.8%	12.1%	17.7	8.0%	-3.8%	2.0%	-18.7%
- COc1cc(Cl)ccc1OCc1cc(C(=O)N(C)CC2CCCCO2)no1 (stereo not drawn)
  -0.8%	5.1%	-3.7%	-1.2%	0.0	-0.6%[57.1 µM]	4.0%	13.6%	45.2%[activator]
- CC(C)CC1Nc2ncnc(N3CCN(c4ccccn4)CC3)c2N(Cc2ccccc2)C1=O (stereo not drawn)
  ?	4.7%&-4.7%	-6.8%	3.0%&-17.5%	-56.3*!	0.0%&-17.3%	9.2%	5.6%&-4.0%	6.8%&0.2%
- Cn1c2ccccc2n2c(=O)c(Cl)c(-c3ccccc3)c(C#N)c12
  -1.3%	-5.2%	-1.2%	0.9%	-13.0	-7.9%	?	8.7%	3.5%
- CCCn1c(SCC(=O)Nc2cc(C)on2)n[nH]c1=O
  17.7%	-0.4%	-3.9%	18.5%	12.6	1.8%	-1.7%	1.9%	.
- S=c1[nH]nc(COc2ccccc2)n1C1CCCCC1
  9.5%	0.2%	-0.6%	?	0.0	-5.4%	10.4%	?	6.1%
- Cc1c(Cl)cccc1NC(=O)CC(Cc1ccccc1)C(=O)O (stereo not drawn)
  1.1%	2.4%	3.1%	9.6%	-7.1	6.9%	-2.8%	-6.0%	-13.9%
